# DENV2 CPE rescue = inhibitors of DENV2 cytopathic effect, primary screen, cell-based, plate reader, single concentration | DENV2-infected cells, cytopathic effect rescue | CPE inhibition, % at 9.99 µM | actives 1.7% (n = 350,000) | AID 651640, 2012; in the data active means CPE inhibition above about 20%, passing the limit was not always enough; inconclusive means no clear call, values can overlap the other calls; tested in BHK-21 cells;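 further: 0% = median of neutral control wells and 100% = median of positive control wells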
# ERp5 inh = inhibitors of ERp5-driven insulin aggregation, primary screen, biochemical, turbidity, absorbance 650 nm, single point; inhibition, % at 9.99 µM; AID 651711, 2012; Protein disulfide-isomerase A6 (Homo sapiens), Q15084; 90 min; actives 0.05% (n = 350,000);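 active means mean replicate inhibition above about 25%, with every replicate also reaching it, limit read from the data, passing the limit was not always enough; inconclusive means only one of those two criteria met; inactive means neither criterion met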
# Casp6 inh = human caspase-6 inhibitors, primary screen, biochemical, VEID-R110 fluorescence, single point, set 2 | P55212 | purified caspase-6, Z-VEID-R110 cleavage fluorescence | inhibition, % at 12.5 µM | actives 0.53% (n = 350,000);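 active means mean inhibition across replicates at least about 35%, with every replicate also reaching that limit, limit read from the data; inconclusive means only one of the two criteria met; inactive means neither criterion met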;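 further: 0% = median of neutral control wells and 100% = no fluorescence left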
# miR-122 sensor = miR-122 Renilla sensor signal increase in Huh7, primary screen, miR-122 inhibitor project, cell-based, single point, plate reader; Huh7 miR-122 Renilla luciferase sensor, 48 h; neutral wells = 0, positive control = 100; activation (reporter increase), % at 12.5 µM; actives 0.3% (n = 340,000); AID 602342, 2012;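 active means mean replicate activation score at least 90 and every replicate individually at or above 90; inconclusive means only one of the two criteria met; inactive means neither criterion met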;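 further: higher luciferase means less miR-122 activity so hits act as miR-122 inhibitors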
# SIRT5 block = SIRT5 desuccinylase inhibitors, primary screen, biochemical, fluorescence imaging, single point, set 5; AID 652115, 2013; Purified SirT5, succinyl-peptide AMC, trypsin-coupled fluorescence; NAD-dependent protein deacylase sirtuin-5, mitochondrial (Homo sapiens), Q9NXA8; inhibition, % at 15 µM; actives 1.1% (n = 330,000); in the data active means inhibition above about 15%; inconclusive means no clear call, values can overlap the other calls
# F508del corr = F508del CFTR correction, initial screen, CFBE line, single point. CFBE cells, YFP halide quenching; stimulated with forskolin plus potentiator P3; % fluorescence drop versus neutral controls. activity (quench increase), % at 7.58 µM. actives 0.36% (n = 350,000);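 active means mean added fluorescence quench of at least 8% versus neutral control, with both replicates also reaching 8%; inconclusive means only one of the mean or replicate conditions met; inactive means mean below 8% and not both replicates reaching 8%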;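 further: cells transiently co-express mutant CFTR-F508del with the halide-sensitive YFP; corrector assay measuring rescue of mutant channel to the surface after 24 h compound exposure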
# ERAP1 HTS inh = human ERAP1 aminopeptidase inhibitors, primary screen, biochemical, single point, plate reader; actives 0.15% (n = 340,000); inhibition, % at 10.7 µM; recombinant ERAP1, Leu-AMC fluorescence, 60 min; Endoplasmic reticulum aminopeptidase 1 (Homo sapiens), Q9NZ08;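 active means mean replicate inhibition of at least 30%, or all replicates individually reaching that 30% level; inactive means mean below 30% and not every replicate reaching it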;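 further: 0% = neutral control wells and 100% = L-leucinethiol positive control wells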
# Target sequence (Q9NZ08 whole entry, looked up): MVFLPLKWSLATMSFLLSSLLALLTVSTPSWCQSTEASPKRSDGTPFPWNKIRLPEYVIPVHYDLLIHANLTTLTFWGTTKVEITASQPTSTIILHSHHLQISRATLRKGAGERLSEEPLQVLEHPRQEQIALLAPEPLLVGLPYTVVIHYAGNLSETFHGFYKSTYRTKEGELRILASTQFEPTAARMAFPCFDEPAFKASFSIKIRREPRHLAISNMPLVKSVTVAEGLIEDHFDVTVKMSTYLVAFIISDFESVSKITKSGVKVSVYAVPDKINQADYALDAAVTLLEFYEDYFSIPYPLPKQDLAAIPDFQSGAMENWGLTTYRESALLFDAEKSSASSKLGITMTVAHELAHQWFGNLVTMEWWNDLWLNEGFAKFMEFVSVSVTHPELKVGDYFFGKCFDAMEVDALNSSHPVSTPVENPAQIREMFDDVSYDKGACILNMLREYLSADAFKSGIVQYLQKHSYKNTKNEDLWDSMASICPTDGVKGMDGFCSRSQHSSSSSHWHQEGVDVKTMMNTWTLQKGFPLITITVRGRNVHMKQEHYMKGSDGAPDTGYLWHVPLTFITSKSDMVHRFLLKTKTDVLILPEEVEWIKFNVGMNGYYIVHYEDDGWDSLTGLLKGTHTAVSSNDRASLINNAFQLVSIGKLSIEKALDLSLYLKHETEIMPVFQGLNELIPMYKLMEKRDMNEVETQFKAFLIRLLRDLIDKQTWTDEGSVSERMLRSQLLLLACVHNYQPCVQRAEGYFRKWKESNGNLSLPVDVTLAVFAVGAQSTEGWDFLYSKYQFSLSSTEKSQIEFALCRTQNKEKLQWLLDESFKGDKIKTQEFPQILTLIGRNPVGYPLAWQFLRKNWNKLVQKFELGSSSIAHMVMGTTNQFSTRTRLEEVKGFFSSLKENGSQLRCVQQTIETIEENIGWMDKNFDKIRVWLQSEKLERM
# * = called active by the depositor; ? = inconclusive; · = not tested or not shown; [ ] = remark or other dose.
SMILES,DENV2 CPE rescue,ERp5 inh,Casp6 inh,miR-122 sensor,SIRT5 block,F508del corr,ERAP1 HTS inh
O=C1/C(=C/c2ccccc2)SC(=S)N1CCCC(=O)N1CCCCC1CCO (stereo not given),-3,·,-3,14,-1,-1.7,-3
Cc1ccc(SC2CCN(C(=O)C3CCC(=O)N(C4CC4)C3)CC2)cc1 (stereo not given),0,?,-3,-1,-3,5.7,1
O=C(C[C@@H]1C[C@H]2c3cc(NC(=O)c4ccc5c(c4)OCO5)ccc3O[C@H]2[C@@H](CO)O1)NCc1cccc(F)c1,?,-1,-7,3[16.7 µM],-1,2.3,2
Nc1ccc(N=Nc2ccccc2)c2cccnc12,1,-1,-5,-14,0,-0.6,1
O=[N+]([O-])c1ccc2nonc2c1Nc1ccccc1,1,0,1,-4,-6,-3.3,1
C[C@H]1CN([C@@H](C)CO)S(=O)(=O)c2ccc(C#CC3(O)CCCC3)cc2O[C@H]1CN(C)C(=O)Nc1ccc(F)cc1,-1,4,-1,-2[16.7 µM],5,-0.4,-1
C/C=C/c1ccc2c(c1)O[C@H](CN(C)C(=O)C1CCCCC1)[C@@H](C)CN([C@H](C)CO)S2(=O)=O,-1,-3,2,·,-4,-1.8,2
Cc1cccc2cc(CN(CC(C)C)S(=O)(=O)c3ccccc3)c(=O)[nH]c12,-4,-3,0,9,-4,2.0,-1
C[C@@H]1CN([C@@H](C)CO)C(=O)Cc2cc(NC(=O)Nc3ccccc3)ccc2O[C@H]1CN(C)C(=O)Nc1ccc(F)cc1,-1,-3,0,1[16.7 µM],-2,1.3,2
C[C@@H]1CCCCO[C@@H](CN(C)Cc2ccc(Cl)c(Cl)c2)[C@@H](C)CN([C@H](C)CO)C(=O)c2cc(NS(=O)(=O)c3ccc(F)cc3)ccc2O1,-7,-2,0,2[16.7 µM],2,2.9,3
COc1cccc(-n2c(Cc3cc(=O)[nH]c(=O)[nH]3)nnc2SCC(=O)N2CCCCCC2)c1,69*,0,0,2,·,0.0,-1
CCCCCn1c(=N)c(S(=O)(=O)c2ccc(Br)cc2)cc2c(=O)n3cccc(C)c3nc21,?,4,-2,-9,2,0.4,3
O=S(=O)(c1ccccc1)N1CCCCN2[C@H](C1)[C@H](c1ccc(C#CC3CCCC3)cc1)[C@@H]2CO,-17,3,0,13[16.7 µM],19*,-13,2
Cc1cc(C)c(C(=O)CSc2nc(C)cc(=O)[nH]2)c(C)c1,-1,1,16,3,-7,1.2,-1
COc1cc(C)c(NC(=O)c2cccc(S(=O)(=O)N3CCCC3)c2)cc1OC,?,-1,1,-5,0,-1.6,1
CCNC(=S)Nc1ccc2ncoc2c1,5,1,7,-4,11,0.6,1
O=C(Nc1ccccc1)c1cc(C2CCCCN2C(=O)CCCc2ccccc2)on1 (stereo not given),-4,1,0,2,·,-1.5,-4
C/C=C/c1ccccc1[C@@H]1[C@@H](C#N)N(C(=O)CN2CCOCC2)[C@H]1CO,14,1,0,·,0,-1.0,2
CCCNC(=O)Nc1ccc2c(c1)C(=O)N(C)[C@H]1CC[C@@H](CC(=O)NCC3CCCCC3)O[C@H]1CO2,-9,-6,0,-8[16.7 µM],2,3.1,0
COC(=O)Cn1c(=NC(=O)C2CC2)sc2c(C)cc(C)cc21,-4,-4,-2,·,-3,0.2,4
COC(=O)c1cc(Br)ccc1NC(=O)CCNC(=O)c1ccco1,0,3,-1,2,-4,1.3,0
Cc1ccc(-c2nc3cc(N)ccc3o2)cc1Br,-4,1,-2,·,-4,-7.7,-1
CCC(=O)N(CC)C[C@H]1[C@H](c2ccc(-c3ccccc3)cc2)[C@@H](CO)N1C(C)=O,9,6,1,0[16.7 µM],1,2.6,-1
COc1ccc(-c2cccc(NS(=O)(=O)c3cc([N+](=O)[O-])ccc3C)c2)nn1,-3,-1,1,135*,-2,-1.6,1
O=C(C1CCC1)N1CCCCN2[C@H](CO)[C@H](c3ccc(C#CC4(O)CCCC4)cc3)[C@@H]2C1,-7,6,1,-6[16.7 µM],3,-0.4,0
# Next section.
SMILES,DENV2 CPE rescue,ERp5 inh,Casp6 inh,miR-122 sensor,SIRT5 block,F508del corr,ERAP1 HTS inh
Cc1cccc(NC(=O)CSc2ncnc3sc(C)c(C)c23)n1,-6,9,-1,·,0,-0.1,-3
C/C(=N\NC(=O)C1CCCC1)c1ccc(Cl)c(Cl)c1,2,-10,-1,·,-4,-0.9,-2
COc1cccc(C2=Cc3ccc(F)cc3C(CC(C)=O)N2c2ccc(-c3cc(OC)c(OC)c(OC)c3)cc2)c1 (stereo not given),1,7,-2,·,-7,1.3,1
O=C(O)CC(CC(=O)O)(C(=O)O)c1ccccc1,-1,-2,1,·,-2,-1.1,·
Cc1ccc(S(=O)(=O)N2CCC(=O)N(CCOCc3cccc(C)c3)CC2)cc1,-14,1,-2,4,·,5.1,1
CCC(=O)Nc1ccc2c(c1)OC[C@@H](C)N(Cc1ccccn1)C[C@H](C)[C@H](OC)CN(C)C2=O,-6,-5,-4,·,-6,-2.0,4
Cc1ccc(NC(=O)CSc2nnc(-c3ccoc3C)n2CCCN(C)C)cc1Cl,8,3,·,·,-4,-1.9,5
CCn1c(SC(C)C(=O)NCC2CCCO2)nc2scc(-c3ccccc3)c2c1=O (stereo not given),-13,2,2,·,2,3.0,1
CCC(=O)c1cn(CCOc2ccccc2OC)c2ccccc12,-10,1,-2,-5,·,-3.5,-2
CSc1ncccc1C(=O)N1CCCC(CCC(=O)NCc2ccc(F)c(F)c2)C1 (stereo not given),5,2,·,·,-5,3.3,-3
O=C(O)COc1ccc2c(c1)O/C(=C\c1ccco1)C2=O,-1,2,52*,3,11,-0.8,-4
CC(=O)Nc1ccc(S(=O)(=O)Nc2ccccc2C(=O)NCc2cccnc2)cc1,?,-3,-2,-4,-2,0.5,-2
NS(=O)(=O)c1ccc(CCNC(=O)COC(=O)c2nc(Cl)ccc2Cl)cc1,10,-4,0,·,-3,3.9,-6
C[C@H]1CN([C@@H](C)CO)C(=O)c2cc(C#CC3(O)CCCC3)cnc2O[C@H]1CN(C)C(=O)Cc1ccccc1,19,-6,6,-1[16.7 µM],-5,1.7,0
Cc1ccc(NC(=O)CCCCCN2C(=O)c3ccccc3C2=O)nc1,-11,2,-2,0,0,-0.8,-1
Cc1nonc1OCCNCCNc1ccccc1[N+](=O)[O-],3,0,0,3,0,0.7,-5
C(=C\N1CCCCCC1)/c1nnnn1-c1ccc(-c2ccccc2)cc1,-1,-1,-2,1,-7,-0.4,-3
C[C@H]1CN([C@@H](C)CO)C(=O)c2cc(NC(=O)Nc3ccc4c(c3)OCO4)ccc2O[C@@H]1CN(C)C(=O)Nc1ccc2c(c1)OCO2,-6,3,1,-7[16.7 µM],-3,-0.2,-1
COc1cccc(NC(=O)CN(C)C(=O)CSc2nc(C)cc(C)n2)c1,1,-3,2,-2,-1,-1.3,1
CN(C)C(=O)c1cccc(-c2ccc([C@@H]3[C@@H](CO)N(C(=O)C4CCCCC4)[C@H]3C#N)cc2)c1,0,-3,0,·,0,-4.5,-2
CCc1cc(C(=O)NC2CCCc3c2cnn3-c2ccc(F)cc2F)no1 (stereo not given),-5,1,-2,-4,-3,-0.6,3
O=C(COCc1cc(-c2ccc3c(c2)OCO3)on1)N1CCN(c2cccc(Cl)c2)CC1,15,-6,1,-8,-6,0.1,3
Cc1cc(NC(=O)c2ccc(-c3ccc(F)c(Cl)c3)o2)no1,15,1,1,·,1,-1.7,0
CN(Cc1ccccc1)S(=O)(=O)c1cccs1,4,4,0,6,3,0.1,-2
COc1ccc(F)cc1S(=O)(=O)n1cnc2ccccc21,3,2,-1,4,-6,0.6,0

# Ordered by length of the SMILES (largest number first): some entries from above.
SMILES,DENV2 CPE rescue,ERp5 inh,Casp6 inh,miR-122 sensor,SIRT5 block,F508del corr,ERAP1 HTS inh
C[C@H]1CN([C@@H](C)CO)C(=O)c2cc(NC(=O)Nc3ccc4c(c3)OCO4)ccc2O[C@@H]1CN(C)C(=O)Nc1ccc2c(c1)OCO2,-6,3,1,-7[16.7 µM],-3,-0.2,-1
C[C@H]1CN([C@@H](C)CO)C(=O)c2cc(C#CC3(O)CCCC3)cnc2O[C@H]1CN(C)C(=O)Cc1ccccc1,19,-6,6,-1[16.7 µM],-5,1.7,0
CN(C)C(=O)c1cccc(-c2ccc([C@@H]3[C@@H](CO)N(C(=O)C4CCCCC4)[C@H]3C#N)cc2)c1,0,-3,0,·,0,-4.5,-2
COc1cccc(C2=Cc3ccc(F)cc3C(CC(C)=O)N2c2ccc(-c3cc(OC)c(OC)c(OC)c3)cc2)c1 (stereo not given),1,7,-2,·,-7,1.3,1
CCC(=O)Nc1ccc2c(c1)OC[C@@H](C)N(Cc1ccccn1)C[C@H](C)[C@H](OC)CN(C)C2=O,-6,-5,-4,·,-6,-2.0,4
O=C(COCc1cc(-c2ccc3c(c2)OCO3)on1)N1CCN(c2cccc(Cl)c2)CC1,15,-6,1,-8,-6,0.1,3
NS(=O)(=O)c1ccc(CCNC(=O)COC(=O)c2nc(Cl)ccc2Cl)cc1,10,-4,0,·,-3,3.9,-6
CSc1ncccc1C(=O)N1CCCC(CCC(=O)NCc2ccc(F)c(F)c2)C1 (stereo not given),5,2,·,·,-5,3.3,-3
Cc1ccc(NC(=O)CSc2nnc(-c3ccoc3C)n2CCCN(C)C)cc1Cl,8,3,·,·,-4,-1.9,5
Cc1cc(NC(=O)c2ccc(-c3ccc(F)c(Cl)c3)o2)no1,15,1,1,·,1,-1.7,0
O=C(O)COc1ccc2c(c1)O/C(=C\c1ccco1)C2=O,-1,2,52*,3,11,-0.8,-4
CCC(=O)c1cn(CCOc2ccccc2OC)c2ccccc12,-10,1,-2,-5,·,-3.5,-2

# Other compounds
SMILES,DENV2 CPE rescue,ERp5 inh,Casp6 inh,miR-122 sensor,SIRT5 block,F508del corr,ERAP1 HTS inh
CCOC(=O)C1C(C(=O)OC)=C(c2ccc(F)cc2)c2ccccc2N1S(=O)(=O)C(F)(F)F (stereo not given),12,5,5,-1,0,-1.6,·
COc1ccc(CN2CC34C=CC(O3)C(C(=O)O)C4C2=O)cc1 (stereo not given),-7,3,0,-3,·,-3.4,-6
Cc1ccc(S(=O)(=O)N(C)C[C@@H]2OCCCC[C@@H](C)Oc3ccc(NS(=O)(=O)c4ccc(F)cc4)cc3C(=O)N([C@H](C)CO)C[C@H]2C)cc1,-1,-1,1,-21[16.7 µM],20*,-2.2,2
COCC(=O)N1CC2(C1)CN(Cc1cccc(Cl)c1)[C@@H](CO)c1[nH]c3cc(OC)ccc3c12,0,-1,-2,·,4,0.4,-1
COC(/C=C/Nc1ccc(C)cc1)=C(C#N)C#N,?,-1,-1,-2,0,-0.7,-5
O=C(N[C@@H]1C=C[C@@H](CC(=O)N2CCCCC2)O[C@H]1CO)c1ccc2c(c1)OCO2,1,4,1,·,-5,-0.4,1
C[C@H]1CN([C@@H](C)CO)C(=O)Cc2cc(NC(=O)Nc3ccc(C(F)(F)F)cc3)ccc2O[C@@H]1CN(C)CC1CCCCC1,7,-6,0,-5[16.7 µM],-6,2.1,1
COc1ccc(NC(=O)N(C)C[C@@H]2Oc3ncc(C4=CCCC4)cc3C(=O)N([C@@H](C)CO)C[C@@H]2C)cc1,-7,0,0,-6[16.7 µM],-2,-0.4,2
Cc1ccc(C(=O)CSc2nnc(-c3ccccc3N)n2C)cc1,·,0,0,-3,0,·,1
C[C@H]1CN([C@@H](C)CO)C(=O)Cc2cc(NC(=O)C3CCCCC3)ccc2O[C@H]1CN(C)C(=O)NC1CCCCC1,-5,-3,-1,2[16.7 µM],0,3.7,-3
C/C=C(/C)C(=O)Nc1cccc(C2=NOC3(C2)C[C@@H](C(N)=O)N(C(=O)CCCCC)C3)c1 (stereo not given in full),5,2,2,-5,·,1.2,3
